# Screening data: PubChem, several laboratories
# GSK3beta inhib – inhibitors of human GSK3beta kinase; actives 0.038% (n = 300,000); GST-GSK3beta kinase, ADP-Glo luminescence, 60 min; stronger effect = lower value; AID 2097; activity score (negative = inhibition), % at 10 µM;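 active = more than half of replicate wells score below -50%, meaning over 50% inhibition versus plate controls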;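 also: 0% = median DMSO wells and -100% = median GW8510 positive control wells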
# Target sequence (P49841 whole entry, looked up): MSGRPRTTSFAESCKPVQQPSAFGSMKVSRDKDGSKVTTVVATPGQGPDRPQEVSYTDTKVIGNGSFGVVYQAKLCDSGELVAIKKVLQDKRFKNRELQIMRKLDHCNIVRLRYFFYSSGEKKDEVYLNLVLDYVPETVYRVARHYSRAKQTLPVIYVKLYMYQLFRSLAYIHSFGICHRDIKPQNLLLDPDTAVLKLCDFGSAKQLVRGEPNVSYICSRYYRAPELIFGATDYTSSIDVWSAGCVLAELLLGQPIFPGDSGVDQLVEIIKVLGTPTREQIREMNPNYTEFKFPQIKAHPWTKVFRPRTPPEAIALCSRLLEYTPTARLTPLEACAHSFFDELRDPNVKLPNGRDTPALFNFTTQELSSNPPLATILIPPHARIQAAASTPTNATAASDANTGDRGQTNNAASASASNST
#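 test system = GST-tagged human GSK3beta kinase, cell-free | reagent = 25 µM ATP with peptide substrate | dosing = one dose of 10 µM per compound | schedule = 60 min reaction, RT | detection = luminescent ADP-Glo measurement of ADP formed | control set = DMSO neutral wells and GW8510 at 20 µM as positive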
# aSyn UTR inh – MLPCN primary screen, SNCA 5' untranslated region | alpha-synuclein 5'UTR reporter, inhibitor activity | AID 1813 | inhibition, % (tested at 7.5 µM) | actives 0.82% (n = 300,000); in the data active = inhibition above about 60%;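 also: H4 neuroglioblastoma cells stably carrying SNCA 5'UTR luciferase fusion; 0% = DMSO wells and 100% = positive control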
# Platelet DG rel – modulates dense granule release in human platelets. AID 1663. human platelet-rich plasma, SFLLRN dense granule ATP release, luminescence. actives 0.22% (n = 300,000). inhibition, %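 (compounds screened at 7.5 µM in platelet-rich plasma)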;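 active = mean replicate score, as percent of positive control, at or above 50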
# HSP90 refold inh – inhibitors of HSP90 luciferase refolding in rabbit reticulocyte lysate. actives 0.91% (n = 290,000). luciferase refolding luminescence, 3 h. AID 1789. inhibition, % at 5.6 µM;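 active = inhibition above the screen-wide mean plus 3 SD, computed separately per campaign, cut at about 16% in these data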;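 also: 0% = DMSO wells and 100% = 60 µM geldanamycin wells; inhibitors lower the luminescence because luciferase stays unfolded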
# IEC-6 tox – IEC-6 cytotoxicity, counter-screen for KLF5 inhibitors | inhibition, % at 5 µM | actives 0.78% (n = 290,000) | luminescence viability | AID 1825; in the data active = inhibition above about 22%;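 also: 0% = plate median of test compound wells and 100% = cytotoxic reference compound wells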
# HSF1 activator – increases HSF-1 driven luciferase reporter signal. NIH3T3-HGL HSF-1 luciferase reporter, MG132, 8 h; 100% = twice DMSO control signal. activation, % at 9 µM. actives 1.7% (n = 300,000). AID 504408;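 active = mean replicate activation of at least 50% with a set share of replicates each reaching 50%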;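 also: 0% = median of the neutral control wells and 100% = twice that signal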
# KLF5 inh – kruppel-like factor 5 inhibition | inhibition, % at 5 µM | DLD-1 KLF5 promoter-luciferase reporter, luminescence | actives 0.23% (n = 290,000);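 active = inhibition above a per-plate limit of that plate's mean compound inhibition plus 3 SD, cut at about 60% in these data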;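 also: 0% = DMSO wells and 100% = LY294002 at 200 µM; higher means less KLF5 promoter-driven luciferase light; inactives centre near -14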
# DYRK1A inh – inhibitors of rat Dyrk1A kinase; ADP-Glo luminescence, NFATc1 peptide; inhibition, % at 12.5 µM; actives 0.43% (n = 310,000); in the data active = inhibition above about 50%;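 also: plate controls were vehicle with enzyme for no effect and no enzyme for full effect; many of its hits are not listed in these tables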
# HSF1 inh – HSF1 inhibition; actives 0.77% (n = 300,000); activity change, negative = inhibition, % at 7.5 µM (by protocol); NIH3T3-HGL HSE-luciferase, MG132-induced, luminescence 8 h; stronger effect = lower value;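 active = more than half of replicate wells show activity change below -50%, luminescence cut by over half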;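 also: luciferase reports HSF-1 transcriptional activity via heat shock element; 0% = median of DMSO wells and -100% = zero luminescence signal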
# GSK3 alpha inh – human GSK-3 alpha kinase inhibition. P49840. ADP-Glo luminescence, 60 min. inhibition, % at 10 µM. actives 0.1% (n = 320,000). AID 2650;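 in the data active = inhibition above about 50%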;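 also: GST-tagged GSK-3 alpha with peptide substrate and 25 µM ATP; 0% = DMSO neutral wells and 100% = GW8510 positive control wells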
# Target sequence (P49840 whole entry, looked up): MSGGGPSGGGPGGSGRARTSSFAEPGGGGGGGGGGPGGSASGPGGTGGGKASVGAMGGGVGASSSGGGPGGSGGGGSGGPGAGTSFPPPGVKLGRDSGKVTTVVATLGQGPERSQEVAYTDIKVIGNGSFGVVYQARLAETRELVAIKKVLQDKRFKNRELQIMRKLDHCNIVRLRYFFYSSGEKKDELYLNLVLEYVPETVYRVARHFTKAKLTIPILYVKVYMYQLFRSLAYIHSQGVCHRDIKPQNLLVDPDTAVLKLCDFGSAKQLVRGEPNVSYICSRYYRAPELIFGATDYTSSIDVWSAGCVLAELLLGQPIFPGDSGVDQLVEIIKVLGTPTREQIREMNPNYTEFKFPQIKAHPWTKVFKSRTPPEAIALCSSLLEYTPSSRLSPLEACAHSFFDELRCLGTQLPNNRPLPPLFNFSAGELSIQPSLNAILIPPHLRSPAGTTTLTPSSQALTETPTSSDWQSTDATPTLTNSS
# The depositor's hits bear a star; . = not tested or not shown. An excerpt (hit frequency here may not be typical).
# The line under a structure holds: GSK3beta inhib | aSyn UTR inh | Platelet DG rel | HSP90 refold inh | IEC-6 tox | HSF1 activator | KLF5 inh | DYRK1A inh | HSF1 inh | GSK3 alpha inh
CC(Cc1ccccc1)NC(=O)C1(c2ccccc2)CCOCC1 (stereo not drawn)
    2 | 15 | 0 | 1 | 2 | -4 | -21 | 3 | 1 | 0
COc1ccc([C@@H]2[C@@H]3C(=O)N(C(C)(C)C)C(=O)[C@@H]3[C@]3(CC(C)C)C(=O)N(c4ccccc4)C(=O)N23)cc1
    1 | -10 | 0 | -2 | -2 | 1 | -32 | 3 | 15 | -1
CN(C)S(=O)(=O)c1cccc(NC(=O)COC(=O)COc2ccc(Br)cc2)c1
    -2 | 7 | 24 | 1 | -1 | -10 | -21 | 0 | -4 | 2
CCOC(=O)/C(=N\Nc1ccccc1Cl)N1CCN(c2ccccc2OC)CC1
    -1 | 18 | 6 | 1 | -6 | 4 | -19 | -3 | -1 | -2
CCc1cccc(NC(=O)CCCCCC2NC(=O)NC2C)c1 (stereo not drawn)
    -1 | -5 | 5 | -2 | 0 | 1 | -5 | 1 | -3 | -1
Cc1nc2ccccc2n1CC(=O)OCC(=O)NCCc1ccccc1
    -5 | -31 | 11 | 2 | -2 | -16 | -18 | -4 | 2 | -1
CCOc1ccc(C(=O)C(C)OC(=O)Cn2c(C)csc2=O)cc1 (stereo not drawn)
    0 | 18 | 10 | . | . | 10 | . | 4 | 6 | 0
Cc1ccccc1-c1n[nH]c(=S)n1/N=C/C=C/c1ccco1
    0 | 4 | -10 | -2 | -10 | 4 | -24 | 6 | -2 | -3
O=C(NCc1cccnc1)c1nc(-c2cccs2)no1
    -2 | -28 | 4 | 0 | 3 | 11 | -18 | 0 | 5 | 1
O=S1(=O)CCC(NC(=S)N2CCOCC2)C1 (stereo not drawn)
    2 | 11 | -4 | 1 | 8 | -1 | -7 | -3 | -1 | -5
CC(C)(C)NC(=O)CSc1nc(N)c(NC(=O)c2ccccc2F)c(=O)[nH]1
    0 | 6 | 6 | 0 | -1 | 8 | -27 | 0 | -6 | 15
COc1ccccc1NC(=O)N(Cc1cc2cc(OC)c(OC)cc2[nH]c1=O)CC1CCCO1 (stereo not drawn)
    3 | -2 | -4 | 4 | -1 | 7 | -22 | 5 | 5 | -3
COC(=O)Cc1ccc(NC(=S)NCc2ccc(F)cc2)cc1
    2 | -15 | 16 | 2 | 3 | 4 | 6 | . | 1 | .
O=C(c1ccc([N+](=O)[O-])cc1)N1CCN(c2cccc3[nH]ccc23)CC1
    3 | 8 | -8 | 4 | 8 | 6 | -13 | 6 | 0 | -3
O=C1OCCN1C(=O)[C@H]1[C@H](c2ccc(F)cc2)C(c2ccc(F)cc2)=NN1c1ccccc1
    2 | -8 | 0 | 2 | 5 | -18 | -17 | -3 | 1 | 1
COc1cc2ccccc2cc1C(=O)N1CCN(c2ccccn2)CC1
    3 | 4 | -6 | 3 | 6 | -4 | 11 | 0 | 4 | 2
CCC(C)n1c(OC)nc2c1c(=O)n(C)c(=O)n2C (stereo not drawn)
    0 | -12 | 2 | -4 | -1 | -2 | -43 | -3 | -7 | -3
CCOC(=O)CCCNC(=O)CCCNC(=O)C(c1ccccc1)c1ccccc1
    4 | 3 | -4 | 1 | 2 | -3 | -1 | -2 | 4 | -1
Cc1nc(-c2cccc(NS(C)(=O)=O)c2)cs1
    0 | -11 | -4 | 2 | 2 | -20 | -43 | 1 | -3 | -4
Cc1ccc2[nH]c(C(=O)N3CCOCC3)cc2c1
    0 | -11 | -1 | -2 | 3 | 1 | -24 | 1 | 0 | -1
CCCCNC(=O)Cn1cnc2sc(C(=O)OCC)c(C)c2c1=O
    0 | 4 | -4 | 2 | -1 | 5 | 4 | 0 | -2 | 0
Cc1ccc(S(=O)(=O)Nc2ccccc2F)cc1C(=O)NCCCN1CCCC1=O
    2 | -11 | 9 | -1 | -3 | 1 | -20 | -2 | 1 | -5
O=S(=O)(c1ccc(Br)s1)N1CCN(c2ccnc3cc(Cl)ccc23)CC1
    -7 | 10 | 18 | 5 | 1 | 18 | -17 | . | 9 | -3
O=C(C1CC1)N1N=C(c2cccc(Br)c2)CC1(O)C(F)(F)F (stereo not drawn)
    -5 | 11 | -2 | 2 | -1 | 6 | -38 | -4 | 1 | -3
CC1(C)Oc2ccc(C(=O)N/N=C/c3ccc(O)cc3)cc2NC1=O
    0 | 7 | 15 | 5 | 5 | -9 | -15 | -2 | -3 | 2
COc1ccc(-c2cc(C(=O)N3CC(C)CC(C)C3)c3ccccc3n2)cc1OC (stereo not drawn)
    0 | 28 | 11 | . | . | -10 | . | 0 | -2 | .
COc1cccc(-n2c(SCC(=O)Nc3ccc4c(c3)CCC4)nc3ccccc3c2=O)c1
    -2 | 37 | -14 | 5 | 4 | 10 | -3 | -4 | 10 | 0
O=c1cc(Nc2cccc(Br)c2)[nH]c(=O)[nH]1
    -1 | -20 | 0 | -3 | -5 | 17 | -20 | -4 | 6 | 4
COc1cc(NC(=O)Cn2c(C)cc3ccccc3c2=O)cc(OC)c1OC
    0 | -1 | -2 | -3 | -3 | -19 | -6 | -4 | -7 | -4
Cc1ccc(SCC(=O)NN=C2CCN(C)CC2)cc1
    0 | 8 | 5 | -2 | 0 | 5 | 4 | -4 | 4 | -1
O=C1CSC2(CCCCC2)N1CCO
    -1 | -13 | 5 | 1 | 3 | 16 | -9 | 4 | -7 | -1
O=C(c1ccccn1)N1CCCC(N2CCN(c3ccc(F)cc3)CC2)C1 (stereo not drawn)
    -2 | 4 | -6 | -2 | -11 | 1 | -23 | 1 | 0 | 1
Cc1ccc(C(=O)CC(C(=O)O)n2cncn2)cc1 (stereo not drawn)
    0 | 4 | -5 | -1 | 4 | 14 | -3 | 11 | -2 | .
CCCCn1c(SCC(=O)NCc2ccco2)nc2c(sc3ccccc32)c1=O
    -1 | 9 | 8 | 3 | -1 | -73 | -10 | 7 | -65* | -1
O=C(O)c1ccccc1NC1CCCCC1NS(=O)(=O)c1ccccc1 (stereo not drawn)
    -4 | 7 | 7 | 4 | 1 | 16 | 7 | . | 2 | .
Cc1ccc(S(=O)(=O)NC(=NC(C)C)c2ccccc2)cc1
    -1 | -21 | 7 | 0 | -2 | 1 | -11 | -1 | -5 | -1
CCOc1ccc(C2/C(=C(\O)c3ccc4c(c3)OCCO4)C(=O)C(=O)N2Cc2cccnc2)cc1OCC (stereo not drawn)
    -1 | 5 | -4 | 2 | 7 | -8 | 12 | 2 | -5 | -2
O=C(Nc1cccc(S(=O)(=O)N2CCCC2)c1)c1ccc2ccccc2n1
    0 | -36 | -8 | 1 | 12 | 4 | -15 | -2 | 4 | -2
COc1ccccc1-c1nc(C#N)c(N2CC(C)CC(C)C2)o1 (stereo not drawn)
    0 | 33 | -3 | -3 | -2 | 11 | -34 | -1 | -1 | -3
COc1cccc(CNS(=O)(=O)c2ccc3c(c2)CC(C)N3C(C)=O)c1 (stereo not drawn)
    -1 | -18 | -9 | 0 | -2 | 18 | -8 | 2 | -1 | -1

# Random excerpt: seven entries already listed.
# The line under a structure holds: GSK3beta inhib | aSyn UTR inh | Platelet DG rel | HSP90 refold inh | IEC-6 tox | HSF1 activator | KLF5 inh | DYRK1A inh | HSF1 inh | GSK3 alpha inh
O=C(Nc1cccc(S(=O)(=O)N2CCCC2)c1)c1ccc2ccccc2n1
    0 | -36 | -8 | 1 | 12 | 4 | -15 | -2 | 4 | -2
O=C(c1ccccn1)N1CCCC(N2CCN(c3ccc(F)cc3)CC2)C1 (stereo not drawn)
    -2 | 4 | -6 | -2 | -11 | 1 | -23 | 1 | 0 | 1
CCCCn1c(SCC(=O)NCc2ccco2)nc2c(sc3ccccc32)c1=O
    -1 | 9 | 8 | 3 | -1 | -73 | -10 | 7 | -65* | -1
Cc1ccc(C(=O)CC(C(=O)O)n2cncn2)cc1 (stereo not drawn)
    0 | 4 | -5 | -1 | 4 | 14 | -3 | 11 | -2 | .
O=C(O)c1ccccc1NC1CCCCC1NS(=O)(=O)c1ccccc1 (stereo not drawn)
    -4 | 7 | 7 | 4 | 1 | 16 | 7 | . | 2 | .
COc1cccc(CNS(=O)(=O)c2ccc3c(c2)CC(C)N3C(C)=O)c1 (stereo not drawn)
    -1 | -18 | -9 | 0 | -2 | 18 | -8 | 2 | -1 | -1
CCOc1ccc(C2/C(=C(\O)c3ccc4c(c3)OCCO4)C(=O)C(=O)N2Cc2cccnc2)cc1OCC (stereo not drawn)
    -1 | 5 | -4 | 2 | 7 | -8 | 12 | 2 | -5 | -2

# New compounds follow
mol	GSK3beta inhib	aSyn UTR inh	Platelet DG rel	HSP90 refold inh	IEC-6 tox	HSF1 activator	KLF5 inh	DYRK1A inh	HSF1 inh	GSK3 alpha inh
O=C(NCCc1ccccc1)C1CCCN(C(=O)Nc2ccc(F)cc2)C1 (stereo not drawn)	1	1	2	-8	0	-20	-9	-5	6	0
CCSc1nc(=S)n(CC)c(C)c1C(C)=O	1	12	-1	-1	1	-9	-30	-6	-2	-2
COc1ccc(C2=NCC(CSc3nccc(=O)[nH]3)S2)cc1 (stereo not drawn)	-5	-1	-6	2	-2	11	-54	-3	5	0
CCn1cc(C(=O)N[C@@H](CCSC)C(=O)NCCCN2CCOCC2)c(=O)c2cc3c(cc21)OCO3	2	9	4	1	4	-5	-11	3	0	4
O=C(NCc1ccccc1)C(c1cccnc1)N(C(=O)c1ccccn1)c1ccc(F)cc1 (stereo not drawn)	2	8	11	0	-1	-9	0	2	2	-1
COc1ccc(C(=O)c2c(N)sc3c2CCN(C)C3)cc1	-4	-2	-2	-8	-6	-10	-27	0	-3	3
Cc1ccc(NC(=O)CSc2nnnn2-c2cccnc2)c(C)c1	1	-10	-3	-2	-3	-4	-32	-4	-1	13
Oc1csc(Cc2nc(-c3ccc(Br)cc3)cs2)n1	0	-291	-1	-7	7	.	-57	-2	.	1
CC1=NN(C(C#N)c2ccccc2)C(C)(C)C1 (stereo not drawn)	-4	-1	-11	-3	-3	11	-37	-73	4	0
COc1ccc(NC(=O)c2csc3c2CCCC3)cc1	3	-193	11	2	6	53*	-103	4	34	1
O=c1[nH]c(NCCO)c(N=Cc2ccccc2)c(=O)[nH]1	4	18	20	.	.	-12	.	3	-5	-1
Clc1cccc(CN2CCCCCC2)c1Cl	1	8	7	-3	-4	1	6	.	-3	-3
CC(C)c1ccc(NC(=O)C(c2ccccc2)N2CC(=O)Nc3ccccc32)cc1 (stereo not drawn)	-4	-16	9	-1	-4	-47	0	0	-33	-2
Brc1ccc2c(c1)OCCOCCOCCOCCOCCOCCO2	1	36	4	2	12	29	1	-3	8	-2
Cc1cc(C(=O)COC(=O)CN=C2NS(=O)(=O)c3ccccc32)c(C)n1CCc1ccc(Cl)cc1	2	-3	-3	-3	-10	7	-9	-5	2	-1
COc1ccc(N=C2C(=O)N3CCCc4cccc2c43)cc1	-2	-23	8	3	-4	-41	-12	1	-27	1
CCN(CC)S(=O)(=O)c1cc(C(=O)Oc2ccccc2OC)ccc1OC	-1	-4	1	4	4	-30	7	6	-13	-1
Cc1cccc(OCC(=O)Nc2ccc(S(=O)(=O)N3CCN(C)CC3)cc2)c1	0	9	1	-2	-3	-6	-23	-4	-2	-1
